Screening data from PubChem BioAssay.
CCT modulator: modulators of cytosolic chaperonin (CCT/TRiC) activity | actives 0.3% (n = 360,000) | purified chaperonin ATPase assay, HTRF ADP detection, 30 min | activity change, % (test concentration not listed), hits read low; in the data active = activity change below about -30%; also: % is scaled to controls: 0 for no effect and ±100 for the full control effect
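TRiC at 40 or 20 nM final (batch-dependent) in 30 mM Tris pH 7.4, 100 mM KCl, 5 mM MgCl2, 1 mM DTT, with compound at single 76 uM and 10 uM ATP, 30 min at 37 deg C. ADP detected by HTRF Transcreener, 665/615 ratio.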
A549 viability: counter-screen for Nrf2 inhibitors: cytotoxicity in A549 cells. A549 ARE-Fluc cells, CellTiter-Fluor viability, 18-24 h. Potency, µM (titrated, usually from 46 µM), inactives show top-dose activity change, negative = cytotoxicity, actives largely listed as inhibitors. actives 0.16% (n = 390,000); also: potency is read from the fitted curve at half-maximal effect; % is scaled to controls: 0 for no effect and ±100 for the full control effect
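A549 ARE_Fluc cells in 5% FBS OPTI-MEM were exposed to compounds in concentration-response for 18-24 h at 37 deg C. Viability was read by CellTiter-Fluor fluorescence (Ex 405/Em 525) after 30 min, before the luciferase read.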
TGFb SMAD3 inh: TGF-b pathway inhibition; HepG2 CAGA-GFP TGF-b/SMAD3 reporter, GFP fluorescence, 18 h; TGF-beta stimulated, 500 pg/mL final; Potency, µM (top dose mostly 46.1 µM), for the others: at the top dose activity, negative = inhibition, actives largely listed as inhibitors; actives 1.2% (n = 410,000); also: potency is read from the fitted curve at half-maximal effect; % is scaled to controls: 0 for no effect and ±100 for the full control effect; nearly all actives have a fitted effect of over 65% in size
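HEPG2 CAGA-GFP reporter cells (1000/well, DMEM with 1% FBS) received compounds, then recombinant TGF-beta at 500 pg/mL final for 18 hours at 37 degrees C. Per-cell GFP summed per well was normalised to unstimulated and stimulated DMSO controls before curve fitting.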
S2 tox: reduces viability in counter-screen for ATXN expression inhibitors; S2 cells (HEK-293 line with an ATXN2-luciferase reporter) viability, CellTiter-Fluor protease fluorescence, 24 h; Potency, µM (titrated, usually from 56.7 µM), hits mostly cytotoxic; actives 0.49% (n = 400,000); also: potency is read from the fitted curve at half-maximal effect; nearly all actives have a fitted effect of over 40% in size
Nrf2 activator: activators of Nrf2 (ARE) signaling | AREc32 ARE-luciferase reporter (MCF7-derived line), luminescence, 24 h | Potency, µM (highest dose often 46.1 µM), without a hit: top-dose activation, most hits filed as activators | actives 0.31% (n = 410,000); also: potency is read from the fitted curve at half-maximal effect; % of control where 0% means no effect; nearly all actives have a fitted effect of over 65% in size
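Reporter line AREc32 (ARE-Fluc), seeded overnight in OPTI-MEM with 5% FBS; compound pin-transferred, 24 hr at 37 deg C, 5% CO2; luminescent read-out.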
HepG2 viability: kills HepG2 cells in TGF-b inhibitor counter-screen; Potency, µM (series often up to 46.1 µM), for inactives: top-dose activity change, negative = cytotoxicity, hits mostly cytotoxic; actives 0.76% (n = 410,000); AID 588856; HepG2 CAGA-GFP viability, ATP luminescence, 18 h; also: potency is read from the fitted curve at half-maximal effect; some results filed as inactive show a strong effect at the top dose
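HepG2 CAGA-GFP cells (1000/well, DMEM with 1% FBS) received compound, then TGF-beta at 500 pg/mL final, and were incubated 18 hours at 37 degrees C. Viability was read by CellTiter-Glo luminescence. Media-only wells were set as complete cell-killing and DMSO as no toxicity.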
Nrf2 inh: blocks Nrf2 signaling; A549 ARE-Fluc reporter, luciferase luminescence, 18-24 h; actives 2.1% (n = 360,000); Potency, µM (titrated, usually from 46 µM), for the others: top-dose activity change, negative = inhibition, most hits filed as inhibitors; also: potency is read from the fitted curve at half-maximal effect; % is scaled to controls: 0 for no effect and ±100 for the full control effect; nearly all actives have a fitted effect of over 60% in size
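A549 ARE_Fluc cells (5000/well, 5% FBS OPTI-MEM) pre-incubated 2 h, then treated with compounds 18-24 h at 37C/5% CO2 in concentration-response. CellTiter-Fluor viability read first; BugLite luciferase luminescence after 15 min at room temperature gives Nrf2 activity.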
Mm-Cpn inhibitor: blocks the Methanococcus maripaludis chaperonin Mm-Cpn. purified Mm-Cpn ATPase, ADP Transcreener TR-FRET. Potency, µM (series often up to 76.9 µM), for inactives: at the top dose activity, negative = inhibition, usual class: inhibitors. AID 504842. actives 0.031% (n = 330,000); also: potency is read from the fitted curve at half-maximal effect; % is scaled to controls: 0 for no effect and ±100 for the full control effect; nearly all actives have a fitted effect of over 80% in size
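25 nM Mm-CPN + cpd, 10 min 37°C; + 10 uM ATP, 30 min 37°C; buffer 30 mM Tris pH 7.4, 100 mM KCl, 5 mM MgCl2, 1 mM DTT; Transcreener ADP HTRF detection 30 min RT.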
Akt phos inh: inhibitors of Akt phosphorylation. Neuro2A IGF-stimulated pAkt S473 HTRF, 20 min; stronger effect = lower value. actives 0.32% (n = 360,000). AID 651550. activity change, % for hits at 50 µM; in the data active = activity change below about -80%; inconclusive = mostly about -51% to -80%; also: % is scaled to controls: 0 for no effect and ±100 for the full control effect
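Neuro2A cells in DMEM with 0.5% FBS, overnight at 37 deg C, given compound at single 50 µM final, then IGF (6 nM final) for 20 min at 37 deg C. Lysed; phospho-Akt Ser473 by HTRF after 24 h, 665/615 ratio.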
An asterisk follows results filed as active; i = inactive; u = inconclusive; x = not tested or not shown. Unless noted, calls follow the shape of the dose curve; as a rule, active = well fitted curve in the direction sought with a large enough effect; inconclusive = small, poorly fitted or top-dose-only effect, or another doubt; inactive = no such curve, though single readings can be large; an effect the other way counts as inactive or inconclusive. Random draw from the library; any-hit rate near 4.4%.

No.	smiles	CCT modulator	A549 viability	TGFb SMAD3 inh	S2 tox	Nrf2 activator	HepG2 viability	Nrf2 inh	Mm-Cpn inhibitor	Akt phos inh
1	O=C(COC(=O)Cc1ccc(Br)cc1)NC1CCCCC1	-2.2	0%	-6%	i	-0.4%	-2%	15%	-3%	i
2	Cc1ccc(Cl)cc1-n1nnc(-c2nc(-c3ccc4c(c3)OCO4)no2)c1C	x	14%	0%	i	-0.7%	10%	u	x	x
3	Cc1cccn2cc(-c3cccc(S(=O)(=O)N4CCOCC4)c3)nc12	-0.7	-2%	u	u	0.5%	-19%	9%	0%	i
4	CC(=O)NC(NC(C)=O)c1cccc(OCc2ccccc2)c1	0.9	-1%	0%	i	-0.1%	3%	4%	1%	i
5	O=C(COc1ccccc1)N(Cc1cc2ccccc2[nH]c1=O)CC1CCCO1 (stereo not drawn)	-2.4	-4%	-24%	i	-0.7%	-10%	-3%	-3%	i
6	O=C(OCC#CCSc1nc2ccccc2o1)c1cc2ccccc2o1	-1.2	-2%	u	i	3.5%	13%	20%	-1%	i
7	NC(=O)c1nc(C(=O)N2CCN(c3ccccc3)CC2)c2ccccc2n1	2.4	3%	-16%	i	-0.5%	-10%	18%	1%	i
8	CC(C)CNC(=O)C1Nc2ccccc2C2C=CCC12 (stereo not drawn)	-1.9	-1%	-2%	i	4.3%	-29%	1%	x	i
9	COc1cc(C(=O)N2CCN(C3CCC(C)CC3)CC2)cc(OC)c1OC (stereo not drawn)	-1.3	2%	21%	i	-0.5%	-1%	1%	-4%	i
10	CCN1CCCC1CNc1ncnc2c1[nH]c1ccc(Cl)cc12 (stereo not drawn)	-0.2	u	-28%	i	7.8%	-40%	u	-1%	i
11	O=c1c2cn[nH]c2nc(SCc2cccc(Br)c2)n1-c1ccc(Cl)cc1	x	6%	-1%	x	1.8%	-11%	x	x	x
12	CC1(C)OC(=O)N(Cc2ccco2)C1(C)O (stereo not drawn)	3.0	2%	-17%	i	4.5%	-16%	u	1%	i
13	O=C(OCCOc1ccccc1Cl)c1cc(S(=O)(=O)N2CCCCC2)ccc1N1CCOCC1	2.5	-4%	-23%	x	2.7%	-15%	6.5µM*	x	i
14	COc1ccc(CC(=O)NCC(=O)NC(Cc2ccccc2)C(=O)O)cc1 (stereo not drawn)	0.5	-2%	-28%	i	-0.5%	-36%	8%	-2%	i
15	O=c1cc(SCc2ccc(Cl)cc2Cl)nc[nH]1	-1.9	2%	-7%	i	4.1%	-7%	-18%	x	i

Next results
No.	smiles	CCT modulator	A549 viability	TGFb SMAD3 inh	S2 tox	Nrf2 activator	HepG2 viability	Nrf2 inh	Mm-Cpn inhibitor	Akt phos inh
16	COC(=O)c1ccc(NS(=O)(=O)c2ccc(Cl)cc2)o1	-7.8	0%	-7%	i	-0.6%	1%	-12%	-2%	i
17	COCCCNC(=O)c1ccc(Cn2c(=O)c3ccccc3n(CC(=O)NCc3ccco3)c2=O)cc1	-3.0	-4%	5%	u	0.1%	28%	-2%	-1%	i
18	Cc1c(C(=O)Nc2ccc(Br)cc2F)sc2ncnc(N(C)C3CCCCC3)c12	x	2%	5%	i	5.1%	-2%	x	x	x
19	CC(=O)N1N=C(c2ccc(C)cc2)CC1c1cn(-c2ccccc2)nc1-c1cccs1 (stereo not drawn)	x	6%	6%	i	-0.1%	3%	-16%	x	x
20	CN1CCN(c2ccc(-c3ccnn3C(=O)Nc3ccccc3)cc2)CC1	-1.0	-2%	-9%	u	0.1%	-4%	8%	0%	i
21	COc1cc(C2CC(=O)C=C(O)C2)cc(OC)c1OC (stereo not drawn)	-2.1	-19%	-8%	i	-0.4%	-10%	-15%	0%	i
22	COC(=O)c1c(C(=O)OC)c2n(c1C)CCC2	-1.4	0%	-3%	u	0.3%	0%	2%	1%	i
23	CC(C)(C)NC(=O)c1oc2ccccc2c1NC(=O)c1ccccc1F	x	1%	-8%	u	0.1%	-35%	u	x	x
24	Cc1ccc(S(=O)(=O)C/N=C(/NC(=S)N(c2ccccc2)c2ccccc2)c2ccccc2)cc1	0.9	16%	6%	i	3.5%	-1%	7%	-4%	i
25	CNC(=O)COc1ccccc1C(=O)Nc1ccc2c(c1)oc1ccccc12	0.5	2%	3%	i	-2.0%	-40%	7.3µM*	-13%	i
26	CCOc1ccccc1OCCN1CCCC1	-0.4	8%	11%	i	-0.1%	3%	0%	1%	i
27	CCc1nc2c(OCc3ccc(C(F)(F)F)cc3)cccn2c1N(C)C(=O)CC(C)C	3.5	x	-26%	u	-0.2%	-18%	x	x	i
28	O=c1c2ccccc2nc(/C=C/c2cc(Br)ccc2O)n1CCO	-2.6	7%	u	i	u	13µM*	11%	x	i
29	COc1cccc(CNC(=O)Nc2ccc3c(c2)N(C)C(=O)c2ccccc2S3)c1	x	2%	u	x	-2.5%	-42%	-14%	x	x
30	COCCn1nnnc1CN1CCN2CCCC2C1 (stereo not drawn)	1.2	3%	15%	i	0.3%	4%	-8%	0%	i

Profiles, looked up by structure:
CCc1nc2c(OCc3ccc(C(F)(F)F)cc3)cccn2c1N(C)C(=O)CC(C)C across the screens: CCT modulator: 3.5; A549 viability: x; TGFb SMAD3 inh: -26%; S2 tox: u; Nrf2 activator: -0.2%; HepG2 viability: -18%; Nrf2 inh: x; Mm-Cpn inhibitor: x; Akt phos inh: i
COc1cc(C2CC(=O)C=C(O)C2)cc(OC)c1OC (stereo not drawn) across the screens: CCT modulator: -2.1; A549 viability: -19%; TGFb SMAD3 inh: -8%; S2 tox: i; Nrf2 activator: -0.4%; HepG2 viability: -10%; Nrf2 inh: -15%; Mm-Cpn inhibitor: 0%; Akt phos inh: i

Next part.
No.	smiles	CCT modulator	A549 viability	TGFb SMAD3 inh	S2 tox	Nrf2 activator	HepG2 viability	Nrf2 inh	Mm-Cpn inhibitor	Akt phos inh
31	CC(=O)OC1(C(C)=O)CCC2C3CC(Cl)C4=CC(=O)CCC4(C)C3CCC21C (stereo not drawn)	-2.8	1%	14%	i	14%	-12%	-22%	x	i
32	O=C(NCCCO)C(=O)Nc1c2c(nn1-c1ccccc1)CSC2	x	-1%	22%	i	0.0%	3%	x	x	x
33	COc1cccc(NC(=O)/C=C/c2ccc(S(=O)(=O)N3CCOCC3)cc2)c1	0.6	6%	-9%	i	2.0%	-19%	u	-1%	i
34	Cc1ccc(CNC(=O)c2cc3sccc3n2Cc2ccc(Cl)cc2)cc1	x	-1%	u	i	-0.5%	-33%	-9%	x	x
35	CC1CCN(c2ccc(NC(=O)c3cccc(Cl)c3)cc2C(=O)O)CC1	x	1%	0%	i	1.0%	4%	x	x	x
36	COC(C(=O)C(O)C(C)O)C1Cc2cc3cc(OC4CC(OC5CC(O)C(O)C(C)O5)C(O)C(C)O4)c(C)c(O)c3c(O)c2C(=O)C1OC1CC(OC2CC(OC3CC(O)C(OC)C(C)O3)C(O)C(C)O2)C(O)C(C)O1 (stereo not drawn)	-0.1	u	1µM*	u	-2.2%	17%	0.12µM*	x	i
37	O=C(Nc1ccc(Cl)cc1)N1CCC(c2nc(-c3ccccc3Cl)no2)CC1	1.9	-23%	u	i	0.6%	-20%	u	1%	i
38	O=S(=O)(c1ccc(Cl)cc1)N1CCOCC1	x	5%	12%	x	x	22%	u	x	x
39	O=c1[nH]c(CN2CCN(c3ccccn3)CC2)nc2c(Br)cc(Br)cc12	-15	u	-6%	i	-0.3%	2%	23µM*	u	i
40	CN(C(=O)COC(=O)c1ccccc1C(=O)N1CCN(c2ccccc2)CC1)c1ccccc1	0.9	-4%	0%	i	-0.2%	6%	-2%	1%	i
41	Cc1ccccc1-n1cc(-c2ccc(Br)cc2)nc1SCC(N)=O	-1.6	6%	u	i	2.3%	-27%	-17%	2%	i
42	COc1ccc(NC(=S)N(CCN(C)C)C(C)c2ccco2)cc1Cl (stereo not drawn)	-0.5	-4%	-5%	i	-1.0%	3%	-22%	0%	i
43	O=C(O)c1cccc2c1C(=O)c1ccc(-c3ccc(Cl)c(C(F)(F)F)c3)cc1S2(=O)=O	-1.3	-4%	6%	i	5.0%	4%	u	-2%	i
44	COc1cccc(C(C)NC(=O)Nc2cc(Cl)ccc2OC)c1 (stereo not drawn)	-2.5	-1%	u	u	-0.5%	-42%	-6%	-2%	i
45	Cc1ccc2nc(C)cc(NCCO)c2c1	2.5	1%	1%	i	0.3%	-4%	x	-2%	i

Next compounds
No.	smiles	CCT modulator	A549 viability	TGFb SMAD3 inh	S2 tox	Nrf2 activator	HepG2 viability	Nrf2 inh	Mm-Cpn inhibitor	Akt phos inh
46	CCOc1ccccc1NC(=O)CN1C(=O)CC(c2ccc(OC)c(OC)c2)Sc2ccccc21 (stereo not drawn)	x	-6%	-3%	u	-0.9%	-23%	u	x	x
47	COc1cccc(CNC(=S)Nc2ccc(Cl)cc2C)c1	0.8	-3%	1%	u	0.5%	1%	-17%	1%	i
48	Nn1c(SCC(=O)Nc2cccc(C(F)(F)F)c2)nncc1=O	-2.6	-1%	6%	i	-0.7%	-25%	-18%	3%	i
49	Cc1ccc(Cl)cc1N1CCN(C(=O)C2CCCN(S(=O)(=O)c3cnc[nH]3)C2)CC1 (stereo not drawn)	1.3	u	-5%	i	5.2%	-26%	u	-1%	i
50	CCOc1ccc(CN(C)C(=O)[C@H](Cc2ccccc2)NC(=O)OCc2ccccc2)cc1OC	0.3	u	-21%	i	0.1%	-16%	21µM*	0%	i
51	COCCN(C(=O)CCC(=O)Nc1cc(C)on1)C(C(=O)NC1CCCC1)c1ccc(C(C)C)cc1 (stereo not drawn)	0.2	u	-29%	i	-0.2%	-2%	u	-1%	i
52	CCN1CCN(CC(=O)Nc2cc(S(=O)(=O)N3CCCCC3)ccc2Cl)CC1	0.4	1%	-21%	i	0.1%	-9%	4%	-8%	i
